High-throughput results deposited in PubChem by several laboratories.
Rad51 HR inh: blocks human Rad51 in homologous recombination | inhibition, % at 10 µM | AID 1385 | hRad51 DNA strand exchange, fluorescence dequenching | Q06609 | actives 0.085% (n = 200,000);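 active = inhibition above 40% at the single screening dose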;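 note: 0% = DMSO control wells and 100% = blanks with heterologous ssDNA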
Target sequence (Q06609 whole entry, looked up): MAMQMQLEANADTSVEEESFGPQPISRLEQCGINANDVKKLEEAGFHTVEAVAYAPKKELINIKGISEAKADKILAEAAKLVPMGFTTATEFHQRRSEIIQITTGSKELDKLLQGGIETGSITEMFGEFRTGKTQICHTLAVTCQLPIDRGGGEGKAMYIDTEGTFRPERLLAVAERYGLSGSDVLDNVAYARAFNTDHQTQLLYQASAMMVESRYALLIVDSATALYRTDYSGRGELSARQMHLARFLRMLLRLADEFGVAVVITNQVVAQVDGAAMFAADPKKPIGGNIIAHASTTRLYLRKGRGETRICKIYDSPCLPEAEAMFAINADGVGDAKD
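Test system: preformed human Rad51 ssDNA filaments. Compound dosing: single dose, 10 µM final compound. Incubation: filaments 15 min 37 °C, then compound 30 min. Technique: FRET fluorescence dequenching, excitation 485 nm, emission 520 nm. Read-out basis: percent inhibition from fluorescence, normalised to plate control and blank means. Benchmarks: plate controls and plate blanks.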
FXIIa inh 1536: blocks human coagulation factor XIIa protease activity; inhibition, % at 5 µM; purified FXIIa, Boc-QGR-AMC fluorogenic substrate, 2 h; actives 0.3% (n = 220,000); AID 800; P00748; in the data active = inhibition above about 40%;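 note: 0% = enzyme with no compound and 100% = blank without enzyme; many of its hits are not listed in these tables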
Furin inh: inhibitors of human furin; P09958; purified furin, fluorogenic substrate cleavage; inhibition, % at 30 µM; actives 0.061% (n = 220,000); in the data active = inhibition above about 25%; note: inactives centre near -15
Target sequence (P09958 108-714 limits assumed): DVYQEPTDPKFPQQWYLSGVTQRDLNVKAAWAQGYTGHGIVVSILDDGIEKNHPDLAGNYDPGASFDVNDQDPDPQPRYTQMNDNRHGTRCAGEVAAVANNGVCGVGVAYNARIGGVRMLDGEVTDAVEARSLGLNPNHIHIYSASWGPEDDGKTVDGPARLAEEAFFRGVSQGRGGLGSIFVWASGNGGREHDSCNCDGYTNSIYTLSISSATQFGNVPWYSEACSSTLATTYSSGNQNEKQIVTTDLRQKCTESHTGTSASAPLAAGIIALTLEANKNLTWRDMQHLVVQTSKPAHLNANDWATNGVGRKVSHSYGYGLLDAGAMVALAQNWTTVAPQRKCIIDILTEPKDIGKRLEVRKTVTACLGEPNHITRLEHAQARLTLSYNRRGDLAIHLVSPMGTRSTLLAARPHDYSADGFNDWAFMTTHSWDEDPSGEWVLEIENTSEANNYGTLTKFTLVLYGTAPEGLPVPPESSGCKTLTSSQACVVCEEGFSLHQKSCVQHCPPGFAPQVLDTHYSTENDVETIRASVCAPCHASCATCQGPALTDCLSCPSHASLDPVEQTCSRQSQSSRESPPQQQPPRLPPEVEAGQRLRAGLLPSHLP
thrombin 1536: inhibitors of human thrombin; P00734; alpha-thrombin, Boc-VPR-AMC fluorogenic substrate cleavage; inhibition, % at 5 µM; actives 0.26% (n = 220,000); AID 1046;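 active = inhibition at or above 40%; inactive = inhibition below 40%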;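 note: 0% = enzyme with no compound and 100% = wells without enzyme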
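Material: Human alpha-thrombin protein | Buffer or medium: pH 7.5 Tris-saline with Tween 20 | Reagent: Boc-VPR-AMC substrate, 15 µM final | Schedule: Reaction at ambient temperature | Detection: AMC fluorescence at 355 nm excitation and 460 nm emission | Evaluation: Percent inhibition scaled between no-compound controls and no-enzyme blanks | Controls: no-compound enzyme wells and no-enzyme blanks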
KCC2 mod: modulators of human KCC2 chloride dependent transport. Q9H2X9. KCC2 cells, thallium flux FluoZin-2 fluorescence. B-score of Tl+ flux slope (higher = more flux/activation; lower = inhibition) at 10 µM. actives 2.2% (n = 190,000). AID 1456;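 active = thallium flux slope and its plate-corrected score both differing from the plate sample mean at a set confidence after two filtering rounds, in either direction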;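 note: slope of fluorescence scaled to starting intensity during 10 to 20 s after thallium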
PERK inh: blocks human PERK kinase | Q9NZJ5 | CHO PERK-DD fusion, SEAP luminescence translation reporter | inhibition, % at 5.6 µM | actives 0.17% (n = 220,000) | AID 1416;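 active = inhibition above the mean inhibition of all tested compounds plus 3 SD, set separately per screening campaign, cut at about 2.9% in these data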;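 note: PERK kinase domain activated by AP20187 dimerizer at 100 nM; 0% = DMSO with dimerizer and 100% = rapamycin at 8.4 µM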
KLK5 inh: kallikrein 5 (human) inhibition. Q9Y337. recombinant hK5, fluorogenic AMC substrate cleavage. inhibition, % at 5 µM. actives 0.59% (n = 210,000);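 active = inhibition of 40% or more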;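 note: 0% = enzyme controls without compound and 100% = no-enzyme blanks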
Calpain2 inh: inhibitors of pig calpain II | purified calpain II, fluorogenic peptide substrate, 30 min | inhibition, % at 16 µM | actives 0.37% (n = 220,000);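 active = inhibition above about 50%, limit read from the data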
FXIa inh 1536: inhibitors of human coagulation factor XIa | P03951 | purified FXIa, Boc-Glu-Ala-Arg-AMC fluorogenic substrate | inhibition, % at 5 µM | actives 0.14% (n = 220,000) | AID 798;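 active = inhibition of at least 40%; inactive = inhibition below 40%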;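 note: fluorescence of freed AMC excited at 355 nm; 0% = enzyme without compound and 100% = no enzyme blank; many of its hits are not listed in these tables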
* marks the source's active call; other numbers are inactive results; . = not tested or not shown; [ ] = another dose, or the depositor's remark. Only part of the results is shown; count on the stated rates, not on these rows.

SMILES	Rad51 HR inh	FXIIa inh 1536	Furin inh	thrombin 1536	KCC2 mod	PERK inh	KLK5 inh	Calpain2 inh	FXIa inh 1536
NS(=O)(=O)c1cccc(NC(=O)Cn2cnc3ccccc3c2=O)c1	-4.5	-0.3	-5.0[20 µM]	-3.6	0.281	0.1	-8.4	21.2	-0.3
CCN(CC)CCNC(=O)CCCNC(=O)Cn1cnc2sc(C)c(C)c2c1=O	-1.1	9.6	-11.4	0.4	.	2.0	-21.7	11.0	3.4
COc1ccc(/C=N/n2cnnc2)cc1Cn1nc(C)c([N+](=O)[O-])c1C	5.5	-6.8	-11.9	0.1	-0.76	-0.4	-24.3	-11.7	-0.9
Cc1cc(N2CCC(C)CC2)n2nc(C)c(-c3ccccc3)c2n1	4.4	6.5	-17.8	-0.5	.	0.9	-0.3	-265.7	3.4
COc1ccc(NC(=O)CSc2n[nH]c(N)n2)c([N+](=O)[O-])c1	.	19.4	-15.7[20 µM]	5.1	.	0.7	-1.6	-6.5	4.6
CCOCCOCN(C#N)c1nc(OC)nc(N(C)C)n1	-5.2	17.7	-12.5	1.9	-0.877	1.1	-1.7	-17.0	9.4
Cc1nnc(N2C(=O)C(O)=C(C(=O)c3ccco3)C2c2cccc3ccccc23)s1 (stereo not drawn)	-25.2	4.3	-27.6	-2.0	-1.53	1.5	3.1	-9.7	1.8
COc1ccc(OCc2cc(C(=O)O)c(C)o2)cc1	19.3	5.7	-11.2	-8.0	0.15	1.4	-8.3	-9.5	0.4
O=C(NCCO)c1ccc2c(c1)S(=O)(=O)c1ccccc1C2=O	-7.5	-2.4	-4.6	-3.6	.	1.6	-21.3	-37.6	-16.0
Cc1ccc(NC(=O)C2C3C=CC4(CN(Cc5cccnc5)C(=O)C24)O3)cc1F (stereo not drawn)	0.2	8.3	-13.8	-3.0	-1.03	1.2	-10.1	-16.5	3.7
C/C(=N\Nc1ccc([N+](=O)[O-])cc1)c1cc2ccccc2o1	-217.9	9.5	-15.5	-2.6	0.195	-0.6	-1.6	32.5	-0.6
CCCC(C)NC(=O)c1cc(Cl)ccc1OC (stereo not drawn)	.	7.7	-20.7[20 µM]	-5.2	.	-0.8	-21.2	15.6	-7.3

Complete entries, looked up by structure. Screens in order: Rad51 HR inh, FXIIa inh 1536, Furin inh, thrombin 1536, KCC2 mod, PERK inh, KLK5 inh, Calpain2 inh, FXIa inh 1536
Cc1ccc(NC(=O)C2C3C=CC4(CN(Cc5cccnc5)C(=O)C24)O3)cc1F (stereo not drawn) is entered as 0.2, 8.3, -13.8, -3.0, -1.03, 1.2, -10.1, -16.5, 3.7
COc1ccc(NC(=O)CSc2n[nH]c(N)n2)c([N+](=O)[O-])c1 is entered as ., 19.4, -15.7[20 µM], 5.1, ., 0.7, -1.6, -6.5, 4.6
Cc1nnc(N2C(=O)C(O)=C(C(=O)c3ccco3)C2c2cccc3ccccc23)s1 (stereo not drawn) is entered as -25.2, 4.3, -27.6, -2.0, -1.53, 1.5, 3.1, -9.7, 1.8

Carrying on:
SMILES	Rad51 HR inh	FXIIa inh 1536	Furin inh	thrombin 1536	KCC2 mod	PERK inh	KLK5 inh	Calpain2 inh	FXIa inh 1536
CC(C)=CC(=O)Nc1c(C)cc(C)cc1Cl	-8.0	27.4	-13.4	12.8	-0.178	0.4	33.8	10.0	28.0
CCOC(=O)C1CCN(CC(=O)Nc2c(C(=O)OC)[nH]c3cccc(Cl)c23)CC1	-2.8	17.1	-19.6	-5.0	.	-0.6	3.6	-19.3	2.8
CCO/N=C1\C(=O)N(c2ccccc2)c2ccccc21	-6.6	11.4	-13.6	-10.4	0.00469	0.8	-7.8	-12.1	0.7
CCCCCCOc1ccc(/C=c2\s/c(=C(/C#N)C(=O)NCc3ccco3)n(-c3ccccc3)c2=O)cc1	-3.1	9.4	-1.8	2.4	0.904	-0.8	-14.5	-36.1	3.7
Cc1cc(Nc2ccc(N3CCOCC3)cc2)c2cccc(C)c2n1	15.5	3.6	4.0	-1.4	-2.79	-0.8	2.2	8.0	1.7
COc1ccc(/C=N/NC(=O)c2ccc(COCC(F)(F)C(F)F)cc2)cc1	-25.3	7.5	-17.1	-7.6	1.74	-0.5	-12.6	-102.5	3.4
COc1ccccc1CNc1cc(CSc2ccc(Cl)cc2)nc(C)n1	-4.1	8.6	-23.7[20 µM]	-1.5	.	-0.8	6.4	13.0	-22.8
O=C(CC1Sc2ccccc2NC1=O)Nc1cccnc1 (stereo not drawn)	3.5	7.9	-17.4	-1.5	0.164	0.8	-0.9	13.8	-3.0
Cc1ccc(S(=O)(=O)NNC(=O)c2cnn(-c3ccc(Cl)cc3)c2C(F)(F)F)cc1	10.4	2.4	-36.3	-4.3	0.0292	1.5	5.2	11.9	3.8
O=C(OCCNc1ncc(C(F)(F)F)cc1Cl)c1ccc(S(=O)(=O)N2CCOCC2)cc1	0.8	10.1	-10.0	3.2	1.06	1.2	-21.2	-2.5	-0.4
CC(=O)N1CCN(C2=NC(=O)C(=C3CCCCC3)S2)CC1	-0.6	6.4	-16.9[20 µM]	-1.2	0.816	0.7	-5.6	-15.7	1.2
Cc1c(N=C2Nc3cccc4cccc2c34)c(=O)n(-c2ccccc2)n1C	0.4	17.7	-11.5	4.0	-2.9*	-1.0	-15.1	-12.4	7.4
COc1ccc(NC(=O)CSc2nnc(-c3ccccc3F)n2C2CC2)cc1S(N)(=O)=O	-4.8	7.8	-17.2	-4.0	1.02	1.5	2.8	-13.9	-4.2
Cc1ccc(NC(C#N)c2ccccc2OCc2ccccc2)cc1 (stereo not drawn)	.	3.9	-13.8[20 µM]	-3.5	-1.93	-0.7	-2.6	4.4	-0.4
CCn1c(SCC(=O)Nc2ccc3c(c2)c2ccccc2n3CC)nnc1-c1ccco1	.	-1.9	-2.0[20 µM]	-4.7	-0.0445	0.5	3.4	5.8	-3.8
CC(O)Cc1cn([C@@H](CCCCNC(=O)OC(C)(C)C)C(=O)N2CCN(C(=O)OC(C)(C)C)CC2)nn1 (stereo partly drawn)	4.7	10.0	-30.9	-4.5	0.0137	1.0	0.5	15.0	-3.3
CCCCC(=O)Nc1nc(C)c(-c2csc(Nc3ccccc3OC)n2)s1	-4.0	-3.4	-17.2[20 µM]	-5.2	-0.369	-1.2	.	-33.6	-7.0
N#Cc1c(-c2ccccc2)nc2n1CCS2	9.7	1.6	-17.1	0.8	0.972	0.5	-9.1	12.1	-2.5
C=CCN=C1CC(C)(C)CC(=O)/C1=C(\O)c1ccccc1	-7.8	12.1	-3.1	2.9	1.31	0.2	-8.7	-8.9	-5.6
CCOC(=O)c1cc2ccccc2n1CCN(CC)CC	6.4	29.3	-14.7[20 µM]	-2.3	2.48	-0.7	-7.3	-7.6	16.4
COc1cccc(C(=O)Nc2c3c(nn2-c2ccccc2C)CS(=O)C3)c1OC (stereo not drawn)	.	11.5	-20.5	2.9	-4.85	-0.3	-3.8	-9.5	-3.0
COc1ccc(-c2csc(NC(=O)COc3ccc(N(C)S(=O)(=O)c4ccc(C)cc4)cc3)n2)cc1	-2.1	15.7	-7.9	3.2	-0.0283	-0.2	-18.1	-25.5	4.5
COc1ccc(C(=O)/C=C/c2ccc(OC)c(O)c2)c(F)c1	-11.5	2.9	-8.1	2.4	-0.843	0.7	-6.8	-6.8	14.3
NC(=O)SCC(=O)Nc1ccc(Cl)cc1	-2.8	4.9	-10.0	-2.6	0.8	0.5	1.4	-2.8	-9.5
COc1ccc(CCNC(=O)COc2ccc(S(=O)(=O)N3CCOCC3)cc2)cc1OC	1.6	8.1	-19.3	-3.9	.	0.2	1.6	1.6	-3.8
Cc1cc(C)c(S(=O)(=O)c2c(C)cccc2C)c(Cl)n1	-0.7	-5.4	-6.2[20 µM]	-3.2	0.685	-0.5	0.6	-0.7	0.8
O=C(Nc1ccccc1)N1CCCC1	-3.0	9.7	-9.1[20 µM]	-2.4	1.08	-1.2	-6.8	-22.3	-11.2
Nc1nc(SCc2ccc(Cl)cc2Cl)ns1	-1.8	13.2	-18.3[20 µM]	1.4	-0.154	0.1	-9.8	-14.3	8.1
O=C(N/N=C/c1cc(Cl)ccc1O)c1ccccc1Br	.	8.6	-21.0	-3.9	-0.989	0.1	.	-15.6	-0.3
CCOC(=O)C1CCCN(CC(=O)NC2CC2)C1 (stereo not drawn)	-2.4	13.9	.	3.0	.	.	0.9	-2.2	9.0
CCc1ccc2oc(=O)cc(CN3CCOCC3)c2c1	-4.1	1.8	-14.7	-2.6	-0.202	-0.4	-17.1	-45.2	-9.8
Cc1nnc(NC(=O)CCSCCC(=O)Nc2nnc(C)s2)s1	25.8	-5.8	-29.6	-5.4	0.0194	0.7	-33.2	-68.4	-8.3
CN(Cc1ccccc1)S(=O)(=O)c1ccc2[nH]cc(C(=O)NCC3CCCO3)c(=O)c2c1 (stereo not drawn)	.	-4.3	-15.8	-5.0	-0.276	1.6	1.3	-59.5	-8.3
CCOC(=O)c1sc(-c2ccc(F)cc2)cc1N	-2.0	2.7	-21.4[20 µM]	2.8	-0.545	0.4	-6.5	-145.8	-0.3
C/C(=N\NC(=O)c1csc(C)c1C)c1ccc(Cl)s1	-10.5	13.2	-19.2[20 µM]	1.5	22.2*	0.2	-6.5	-0.2	1.2
COc1ccccc1CN=c1c([N+](=O)[O-])nn(-c2ccc3c(c2)OCCO3)n1O	4.0	13.5	-2.0	-8.4	-0.834	-0.8	-16.4	14.4	2.7
COc1ccc(C)cc1S(=O)(=O)NC1CCCCC1C (stereo not drawn)	-1.4	17.0	-19.9[20 µM]	3.7	-0.42	0.7	-7.6	4.2	0.7
COC(=O)C(O)(NC(=O)OCc1ccccc1)C(F)(F)F (stereo not drawn)	0.1	1.1	-24.9	-8.7	0.126	0.5	-14.2	9.0	3.5
C=C(C)COc1ccc(-c2[nH]ncc2-c2ccccc2OC)c(O)c1	4.0	11.7	-12.2	-6.4	.	-0.4	-13.0	0.8	4.8
Cc1cc(CNC(=O)CC2C(=O)NCCN2Cc2ccc(-c3ccccc3)cc2)nn1C (stereo not drawn)	0.6	6.4	-26.5	-2.6	-0.128	0.8	4.6	-49.0	0.9
O=C(Nc1nc2ccccc2[nH]1)c1ccc(Cl)c([N+](=O)[O-])c1	-5.6	0.2	-17.3	-3.8	-0.135	0.4	-9.1	3.7	7.4
COc1ccc(C(=O)Nc2ccc(C(=O)OCC(=O)c3cccc4ccccc34)cc2)cc1	-5.7	9.8	-24.2	-14.3	-0.0189	1.3	-3.8	-0.8	1.1
O=c1c2ccccc2nnn1CSc1nnc(-c2cccs2)n1Cc1ccccc1	11.2	14.4	-4.9	-1.8	-1.98	-0.5	-1.0	-8.3	-0.5
O=C(O)c1cccc(NS(=O)(=O)c2ccc3c(c2)C(=O)c2ccccc2C3=O)c1	5.6	4.9	-21.0	-0.6	-1.61	0.7	-2.2	36.6	0.5
CSc1nc(N)nc(SC2C=CCCC2)c1C#N (stereo not drawn)	3.3	11.8	-6.0[20 µM]	-6.5	-0.0759	-0.4	-2.7	-23.0	-2.9
Cc1c(C(=O)CN2CCSCC2)c2ccccc2n1C	-0.2	2.2	-14.8[20 µM]	-6.4	-0.4	-0.6	-4.0	-25.2	8.2
CCN(CCCNC(=O)CSc1cc(=O)n(C)c2cc(Cl)ccc12)Cc1ccccc1	-44.4	3.9	-22.5	-13.9	0.552	0.8	3.5	2.5	-1.6
COC(=O)Nc1ccc2c(c1)N(C(=O)CCN1CCOCC1)c1ccccc1S2	4.5	17.0	-30.0	2.5	0.336	-0.2	-5.7	-16.6	2.0
